FUS suppressor – qHTS for Suppressors of FUS Proteinopathy: Primary screen using FUS-linked yeast assay | Potency, µM (top dose mostly 76.6 µM), inactives show at the top dose growth rescue (activation), usual class: activators | 390,000 compounds, 0.24% hits | S. cerevisiae FUS-expressing, growth rescue, OD600, 24 h; active = well fitted activation curve with a large enough effect; inconclusive = small, poorly fitted or top-dose-only effect; inactive = no such curve, though single readings can be large or run the other way;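 note: plate controls were DMSO vehicle for no effect and reference control for full effect; nearly all actives have a fitted effect of over 55% in size; some results filed as inactive show a strong effect at the top dose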
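Read-out: OD at 600 nm after 24hr at 30C, reporting rescue of FUS-induced yeast toxicity. Cells at OD 0.005 in galactose (2%) minimal medium; compounds tested in a dilution series; CP55940 titration from 92uM final as control.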
* marks the source's active call; other numbers are inactive results; ? = inconclusive. Potency is the fitted concentration of half-maximal effect. These rows are one share of the data; count on the stated rates, not on these rows.

structure | FUS suppressor
CN(C)CC(=O)N[C@@H]1C[C@@H]2O[C@@H](CO)CC[C@@H]2O[C@@H]1CCc1ccc(C#Cc2ccccc2)cc1 | 26%
CCCCNC(=O)C[C@H]1C[C@@]2(C(=O)OC)C(=C[C@H](C(C)C)O[C@@H]2C2CC2)N(Cc2cccc3ccccc23)C1=O | ?
CC(C)Cn1c(=O)cc(N2CCN(c3cccc(C(F)(F)F)c3)CC2)[nH]c1=O | -13%
Cc1csc(NC(=O)c2ccc(COc3cccc(Cl)c3)o2)n1 | 17%
COc1ccc(C2C(C(=O)N3CCN(c4ccccc4Cl)CC3)CC(=O)N2c2ccc(OC)cc2)cc1 (stereo unspecified) | ?
O=C(c1ccc(Cl)c(Cl)c1)N1CCN(c2ccnc3cc(Cl)ccc23)CC1 | 16%
COC(=O)[C@]12C[C@H](CC(=O)N3CCCCC3)C(=O)N(CCc3ccc(OC)c(OC)c3)C1=C[C@H](C(C)(C)C)O[C@@H]2C | 40%
CCn1c(Cc2cccs2)nnc1SCC(=O)Nc1ccc(OCc2ccccc2)cc1 | ?

The list goes on:
structure | FUS suppressor
CC(C)NC(=O)CCn1nnc(-c2cccs2)n1 | -10%
C=CCN(CC#Cc1ccccc1)CC=C | -14%
CCC[C@@H](/C=C/C(=O)OC(C)(C)C)Sc1ccc(C(C)(C)C)cc1 | -2%
COCCOC(=O)N(C)C[C@@H]1OCCCC[C@H](C)Oc2ccc(NC(=O)Nc3ccccc3)cc2C(=O)N([C@@H](C)CO)C[C@H]1C | 27%
O=C(CSc1nnc(-c2ccccc2)n1Cc1ccco1)Nc1ccc(OCc2ccccc2)cc1 | ?
COc1cc(NC(=O)CSc2nc(C)cc(=O)[nH]2)cc(OC)c1 | 18%
CCOC(=O)c1csc(NC(=O)C2CCCN(S(=O)(=O)c3cccs3)C2)n1 (stereo unspecified) | 28%
CCCC(C)NC(=O)CC1Oc2ccccc2NC1=O (stereo unspecified) | -5%

Other compounds:
structure | FUS suppressor
CC1CCC2(CC1)CCN(CCCOC(=O)Nc1ccc3c(c1)OCO3)C2=O (stereo unspecified) | 10%
Cc1ccc(CN2CCCCC(NC(=O)Nc3ccccc3-c3ccccc3)C2=O)cc1 (stereo unspecified) | ?
O=C(Cc1ccccc1)NC1CCCc2c1cnn2-c1ccc(F)cc1F (stereo unspecified) | 45%
COc1ccc(Cn2ccc3ccc(-c4ccc5ccn(C(=O)C6CCCCC6)c5c4)cc32)cc1 | 17%
Cc1ccc(C)c(NC(=O)CNS(=O)(=O)c2ccc3[nH]c(=O)oc3c2)c1 | -16%
O=C(CSc1nnc(-c2ccccc2)n1-c1ccc(Cl)cc1)c1ccc(F)cc1 | -7%
O=C(CN1CCN(c2nc(-c3ccccc3)cs2)CC1)Nc1ccc(Cl)c(Cl)c1 | 28%
CCN(CC)C(=O)CC[C@H]1CC[C@]2(CCCN(C(=O)c3ccccc3)C2)O1 | -7%

Other results:
structure | FUS suppressor
COc1ccc(CC(=O)Nc2ccc(C)cc2S(=O)(=O)N2CCOCC2)cc1OC | 18%
Cc1ccc(-n2c(Cc3cccs3)nnc2SCC(=O)Nc2cccc3ccccc23)cc1 | ?
CCOC(OCC)P(=O)(CNC(c1ccccc1)(c1ccccc1)c1ccccc1)OCC (stereo unspecified) | -9%
Cc1ccc(-c2cc(C(=O)NN=Cc3c(O)ccc4ccccc34)[nH]n2)cc1C | 14%
CCN(CC)CCCNC(=O)c1oc(=O)c2ccccc2c1-c1ccc(C)cc1 | 7%
COC(=O)[C@]12C[C@H](CC(=O)NCC3CCCCC3)C(=O)N(Cc3ccc(Cl)cc3Cl)C1=C[C@H](C1CCCC1)O[C@@H]2C | ?
CCOC(=O)N1CCN(C(=O)C[C@H]2C(=O)N(CCCOC)C3=CCCCC[C@]32C(=O)OC)CC1 | -5%
Cc1ccc(CN2CCCCC(NC(=O)c3ccc(C)cc3)C2=O)cc1 (stereo unspecified) | 14%

(continued)
structure | FUS suppressor
CCCCCCCCN1C(=O)[C@@H](CC(=O)NCc2ccccc2)C[C@@]2(C(=O)OC)C1=C[C@H](C(C)C)O[C@@H]2C1CC1 | ?
Nn1c(SCc2ccc([N+](=O)[O-])cc2)nnc1-c1n[nH]c2c1CCC2 | -12%
COC(=O)c1cc(-c2ccc(C(C)=O)cc2)c(=O)n2c1CCC2 | -24%
Cc1csc(NC(=O)c2ccc(COc3cccc(F)c3)o2)n1 | 0%
O=C(CNS(=O)(=O)c1ccc(F)cc1)N1CCN(c2ccccn2)CC1 | 9%
CCC(=O)Nc1ccc2c(c1)C(=O)N(C)[C@@H]1CC[C@@H](CC(=O)NCCc3ccccc3)O[C@H]1CO2 | -5%
O=C(CN1CCC(NC(=O)NCc2ccccc2)CC1)Nc1ccc2c(c1)OCCO2 | -10%
CC(C)N1CCCCC(NC(=O)C(C)(C)C)C1=O (stereo unspecified) | -22%

More records:
structure | FUS suppressor
COC(=O)[C@]12C[C@H](CC(=O)NCCC(C)C)C(=O)N(Cc3ccco3)C1=C[C@H](COCc1ccccc1)O[C@@H]2C | ?
C[C@@H]1CCN(C2CC2)S(=O)(=O)c2c(cccc2N2CCC[C@H]2CO)O1 | 8%
CCS(=O)(=O)Nc1ccc2c(c1)C(=O)N(C)[C@@H]1CC[C@H](CC(=O)OC)O[C@H]1CO2 | -5%
CCCCN1CCCOc2cc(Br)ccc2S1(=O)=O | -3%
Cc1ccccc1NC(=O)CCS(=O)(=O)c1ccccc1 | -14%
O=C(CN[C@@H](Cc1c[nH]c2ccccc12)C(=O)NCCc1c[nH]c2ccccc12)NC1CCCCC1 | ?
CCCCN1CCS(=O)(=O)N(Cc2cn(Cc3ccccc3Br)nn2)C(C(=O)OC)C1 (stereo unspecified) | -5%
O=C(c1ccccc1)C1CCN(c2ncnc3sccc23)CC1 | 19%

(further entries)
structure | FUS suppressor
CN1CC=C(c2ccccc2)N(c2ccc(Br)cc2)C1=O | 4%
COc1ccccc1C(=O)NC1CCCCN(Cc2ccc(Cl)cc2)C1=O (stereo unspecified) | 29%
C/C(=N\NC(=O)CSc1nnc(-c2ccccc2)n1-c1ccc(C)cc1)c1ccc(-c2ccccc2)cc1 | 23%
CCOC(=O)N1CCN(C(=O)C[C@@H]2C(=O)N(Cc3ccc(OC)cc3)C3=CCN(C(=O)OC(C)(C)C)C[C@]32C(=O)OCC)CC1 | ?
CCOC(=O)[C@@]12CN(C(=O)OC(C)(C)C)CC=C1N(Cc1ccc(OC)cc1)C(=O)[C@H]2CC(=O)NCCCCc1ccccc1 | ?
CCOc1cc(CCNC(=O)c2cc3sccc3n2CC)ccc1OC | 7%
COC(=O)c1cc(-c2ccc(F)cc2OCc2ccccc2)c(=O)n2c1CCC2 | 17%
CCOC(=O)[C@@H](NC(=O)[C@@H]1CC=C[C@@H]2CCN(Cc3ccc(Cl)cc3)C(=O)[C@@H]21)C(C)C | 23%

Continuation:
structure | FUS suppressor
COc1ccc(-c2cc(-c3nnc(SCC(=O)Nc4ccccc4-c4ccccc4)n3N)[nH]n2)cc1 | ?
Cc1nc2cc(C(=O)N3CCN(C(=O)C(Cl)Cl)CC3)ccc2n1C1CCCC1 | 3%
COc1ccc(Cn2ccc3ccc(-c4ccc5ccn(Cc6cccc(F)c6)c5c4)cc32)cc1 | 31%
COc1ccccc1C(=O)NC1CCCCN(Cc2ccc(OC(F)(F)F)cc2)C1=O (stereo unspecified) | ?
O=[N+]([O-])c1ccccc1/C=C/C=Nn1c(-c2ccc(F)cc2)n[nH]c1=S | ?
CCC(C)N(c1nc(C)nc2c1nnn2Cc1ccccc1)C(C)CC (stereo unspecified) | 13%
CC(=O)CC[C@@H]1CC[C@]2(CCCN(S(C)(=O)=O)C2)O1 | -8%
CCNC(=O)Nc1ccc2c(c1)C(=O)N(C)[C@H]1CC[C@@H](CC(=O)OC)O[C@H]1CO2 | -7%

Next compounds.
structure | FUS suppressor
CCS(=O)(=O)Nc1ccc2c(c1)C(=O)N(C)[C@@H]1CC[C@H](CC(=O)N3CCCCC3)O[C@H]1CO2 | 0%
CCC(=O)NCC[C@@H]1CCc2ccc3c(c21)CCO3 | -14%
O=C(Nc1ccccc1Cl)OC1CC2CC1[C@H]1CCCCN1[C@H]2Cc1ccccc1 (stereo partly specified) | -11%
COc1ccc2ccccc2c1C=NNC(=O)c1cc(-c2ccc(C)c(C)c2)n[nH]1 | 44%
COC(=O)[C@]12C[C@H](CC(=O)NCc3cccc4ccccc34)C(=O)N(Cc3ccc(Cl)cc3Cl)C1=C[C@H](C(C)(C)C)O[C@@H]2C | 36%
CCCCCCCCN1C(=O)[C@@H](CC(=O)NCc2cccc(C(F)(F)F)c2)C[C@@]2(C(=O)OC)C1=C[C@H](C(C)C)O[C@@H]2C1CC1 | ?
CCOc1ccc(-n2c(SC/C=C/c3ccccc3)nnc2-c2ccco2)cc1 | ?
COP(=O)(O)C(COCCC(CC(C)C)NC(=O)OCc1ccccc1[N+](=O)[O-])NC(=O)OCc1ccccc1 (stereo unspecified) | 26%

(cont.)
structure | FUS suppressor
C=CCN1[C@@H](C)COc2cccc(F)c2S1(=O)=O | -7%
Cc1cc(C)cc(N(CC(=O)NC2CCC(C)CC2)S(=O)(=O)c2cccs2)c1 (stereo unspecified) | -3%
O=C(NCC1COc2ccccc2O1)c1ccc(NC(=O)c2cccc(F)c2)cc1 (stereo unspecified) | -4%
COC(=O)C1CN(C2CCCC2)CCS(=O)(=O)N1Cc1ccc(Cl)cc1 (stereo unspecified) | 4%
C[C@H]1[C@@H](OC(=O)NCCc2ccccc2)CC[C@@]23CCCN2C(=O)CCC[C@@H]13 | 1%
S=c1[nH]nc(-c2n[nH]c3c2CCC3)n1N=Cc1cccs1 | -5%
COc1ccc2ccccc2c1C=Nn1c(-c2cc(-c3ccccc3)n[nH]2)n[nH]c1=S | 16%
CCCCc1ccc2nc(NC(=O)c3cccs3)sc2c1 | 12%

Continuation.
structure | FUS suppressor
O=C(NCCc1ccccc1)OCc1cn(-c2cccc(Cl)c2)nn1 | -11%
O=[N+]([O-])c1ccccc1S(=O)(=O)N1CCC(c2cn3ccccc3n2)CC1 | 36%
Cc1sc2nc(COC(=O)CNC(=O)c3cc(F)ccc3F)[nH]c(=O)c2c1C | -1%
Cc1ccc(Cn2cc(CN3[C@H](C)COc4cc(Br)ccc4S3(=O)=O)nn2)cc1 | 0%
CCOC(=O)C(=O)N1CCC(C(=O)NC2CCCc3ccccc32)CC1 (stereo unspecified) | 11%
COc1ccc(CNCC#Cc2ccccc2)c(OC)c1 | 23%
CCN(C)c1nc(C)nc2c1nnn2Cc1ccccc1 | 15%
O=C(c1ccccc1)c1ccc(-c2ccccc2C(=O)NC2CCCCN(Cc3ccc(Cl)cc3)C2=O)cc1 (stereo unspecified) | ?

Next section.
structure | FUS suppressor
CCCC1CCC2(CC1)CCC2OC(=S)Nc1ccc(I)cc1 (stereo unspecified) | -12%
O=C(NC1CCCCN(Cc2cccc(Cl)c2)C1=O)c1cccc([N+](=O)[O-])c1 (stereo unspecified) | 0%
O=C(NCc1ccccc1F)C1CCC(CNS(=O)(=O)c2cccc3cccnc23)CC1 (stereo unspecified) | 1%
Cc1ccc(Cn2cc(COC(=O)NCCc3c[nH]c4ccccc34)nn2)cc1 | 16%
O=C(OCc1cn(Cc2ccccc2Cl)nn1)N1CCOCC1 | 4%
COC(=O)[C@]12C[C@H](CC(=O)N3CCCCC3)C(=O)N(CCc3ccc(OC)c(OC)c3)C1=C[C@H](C(C)C)O[C@@H]2C1CC1 | 20%
COc1ccc(-n2c(COc3ccccc3)nnc2SCC(=O)Nc2ccc(OCc3ccccc3)cc2)cc1 | 2%
COC(=O)[C@]1(CNS(=O)(=O)C2CC2)CC(=O)N(C)[C@@H]1c1ccccc1 | -20%

Going on with the list:
structure | FUS suppressor
COC(=O)[C@]12C[C@H](CC(=O)NCc3cccs3)C(=O)N(CCc3ccc(OC)c(OC)c3)C1=C[C@H](C1CCCC1)O[C@@H]2C | ?
COC(=O)CC1CCc2cc(C)cc(C(CC(C)C)NC(=O)[C@H](CC(C)C)NC(=O)OCc3ccccc3)c2O1 (stereo partly specified) | 18%
CN(C(=O)C1CCN(c2cncnc2)CC1)C1CCCCC1 | 6%
c1ccc(-c2nnc3sc(C4CCCCC4)nn23)cc1 | 16%
Cc1ccc(-n2c(SCC(=O)Nc3cccc4ccccc34)nnc2-c2ccccn2)cc1 | 13%
CCOC(=O)[C@]12CCCCC/C=C\1N(CCc1ccc(Cl)cc1)C(=O)[C@H]2CC(=O)NCc1cccs1 | 40%
CCOC(=O)[C@]12CCCC3=C1N(CCC3)C(=O)[C@@H](CC(=O)N1CCSCC1)C2 | 0%
COc1cc(NC(=O)C2CCN(c3nnc(-n4cccc4)s3)CC2)cc(OC)c1 | ?
CCOC(=O)CC[C@H]1CC[C@]2(CCCN(C(=O)C3CCCC3)C2)O1 | -5%
CCCCOc1ccc(C(=O)NC2CCCCN(Cc3cccc(Cl)c3)C2=O)cc1 (stereo unspecified) | 36%

High-throughput results: PubChem, National Center for Advancing Translational Sciences (NCATS)
